# RmlCD inh 1536 = M. tuberculosis RmlC/RmlD inhibition; RmlC+RmlD coupled enzyme assay, percent inhibition; primary screen in compound mixtures; inhibition, % at 3.6 µM; 160,000 compounds, 0.03% hits; AID 1533; in the data active = inhibition mostly above about 34%, no sharp cut-off; also: some results filed as inactive read as strong as hits
# Target sequence (P9WH09 whole entry, looked up): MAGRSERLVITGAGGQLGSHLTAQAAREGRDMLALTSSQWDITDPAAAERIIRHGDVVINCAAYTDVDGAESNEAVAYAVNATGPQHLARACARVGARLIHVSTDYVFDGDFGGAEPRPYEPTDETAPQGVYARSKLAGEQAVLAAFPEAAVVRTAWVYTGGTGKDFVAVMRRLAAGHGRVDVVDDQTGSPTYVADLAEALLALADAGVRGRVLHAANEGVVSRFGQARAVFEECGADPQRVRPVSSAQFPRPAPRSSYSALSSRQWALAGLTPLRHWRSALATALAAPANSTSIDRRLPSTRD
# Target sequence (P9WH11 whole entry, looked up): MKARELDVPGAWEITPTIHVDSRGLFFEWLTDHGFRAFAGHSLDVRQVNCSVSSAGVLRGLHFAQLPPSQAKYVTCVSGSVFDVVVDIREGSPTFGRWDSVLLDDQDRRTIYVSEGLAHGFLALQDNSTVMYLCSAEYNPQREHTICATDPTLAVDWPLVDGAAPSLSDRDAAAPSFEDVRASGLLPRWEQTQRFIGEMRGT
# GlmU inhibition = inhibition of mycobacterial GlmU enzyme – biochemical, glucosamine-1-phosphate acetyltransferase (AID 1376). 220,000 compounds, 0.25% hits. M. tuberculosis GlmU acetyltransferase enzyme assay; higher % means a stronger effect. one-dose inhibition, %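 (tested at 30 µM in the primary screen)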; IC50 in µM for titrated hits; in the data active = inhibition above about 13%;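 also: 0% = complete reaction with vehicle and 100% = reaction without substrate; strong numbers were not always called active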
# * marks the source's active call; other numbers are inactive results; . = not tested or not shown. Not all compounds are listed, so the mix of outcomes need not match the whole.
SMILES,RmlCD inh 1536,GlmU inhibition
N#Cc1cc2c(nc1SCC(=O)Nc1sc3c(c1C#N)CCC3)CCCCC2,8.3,1.8%
Cc1cc(OCCN2CC(C)OC(C)C2)ccc1[N+](=O)[O-] (stereo not drawn),-8.6,3.3%
COC(=O)c1ccc(Sc2ccccc2NS(=O)(=O)c2ccc(OC)cc2)nc1,-13.8,6.0%
Cc1ccc(N/C(CSC(N)=O)=N\S(=O)(=O)c2ccc(C)cc2)cc1,4.2,0.2%
COc1ccc(S(=O)(=O)N(C)CC(=O)N2CCN(C)CC2)cc1C,-5.0,-1.8%
COc1ccccc1N1CCN(C(=O)CCCn2nc(C)c([N+](=O)[O-])c2C)CC1,4.0,2.0%
CN(CC(=O)Nc1ccc(Cl)cc1)CC(=O)Nc1ccc(C(N)=O)cc1,10.5,-1.2%
CC(C(N)=O)N1C(=O)c2cccc3cccc1c23 (stereo not drawn),.,1.9%
Cc1ccc(C(=O)Nc2nccc(-c3cccs3)n2)cc1,7.3,4.1%
CC1CCN(C(C(=O)Nc2ccc(C(C)C)cc2)c2ccc3c(c2)OCO3)CC1 (stereo not drawn),-5.8,1.9%
Cc1cccc(OCc2nc(C)cc(=O)[nH]2)c1,.,6.8%
CC(=O)c1ccc(Oc2nc(-c3cccnc3)nc3ccccc23)cc1,1.0,-4.1%
CC(=O)Cc1nsc(NC(=O)c2ccc(-c3cccc(Cl)c3)o2)n1,0.6,3.4%
Cc1ccc(Cl)cc1NC(=O)Cn1cc2c(n1)CCCC2,1.6,-1.5%
Cc1ccc(N=Cc2c(O)n(C)c(=O)n(C)c2=O)nc1,9.7,2.0%
CCOC(=O)c1ccc(N2CCCCC2)c(NS(=O)(=O)c2ccc(C)cc2)c1,-10.8,-1.3%
Cc1ccc(Cl)cc1-n1c(=O)cc(N2CCN(C(=O)c3ccco3)CC2)[nH]c1=O,.,-3.0%
Cn1cccc1-c1nc2ccc(NC(=O)c3ccccc3)cc2[nH]1,3.6,2.1%
Cc1sc2c(c1C)C(=O)NC(c1cccc(O)c1)N2 (stereo not drawn),-6.3,0.7%
CC1CCCN(C(=O)c2ccccc2OC2CCN(S(C)(=O)=O)CC2)C1 (stereo not drawn),.,0.3%
c1ccc2c(c1)NC1(CCCCCC1)n1c-2nc2ccccc21,-2.5,3.5%
Clc1nc2ccccc2cc1-c1nnn(-c2ccccc2)n1,.,-1.2%
CCOC(=O)CSc1ncnc2c1c(-c1ccccc1)cn2-c1ccc(OC)cc1,4.4,1.6%
O=C(O)CCCN1C(=O)/C(=C/c2ccncc2)SC1=S,-6.4,3.5%
CC(C)CC(c1nnnn1C(C)C)N1CCN(c2ccccc2)CC1 (stereo not drawn),17.4,1.9%
O=C(C1CCN(S(=O)(=O)N2CCOCC2)CC1)N1CCN(Cc2ccccc2)CC1,2.8,0.1%
COc1ccc([N+](=O)[O-])c(OC)c1C(=O)NC(=O)Nc1nc(C)cc(C)n1,-11.6,3.3%
COc1ccc(NC(=O)c2cccc(NC(=O)c3ccco3)c2)c(OC)c1,-5.9,-2.5%
O=C(CSC1=NCCS1)Nc1ccc(S(=O)(=O)N2CCCCCC2)cc1,.,-0.4%
COc1ccc(CN(C(C)=O)c2ccccc2C(=O)O)cc1,5.4,0.4%

# One compound at a time, from the list above. Screens in order: RmlCD inh 1536	GlmU inhibition
# Listed for CC(C)CC(c1nnnn1C(C)C)N1CCN(c2ccccc2)CC1 (stereo not drawn) → 17.4	1.9%
# Listed for Clc1nc2ccccc2cc1-c1nnn(-c2ccccc2)n1 → .	-1.2%
# Listed for Cc1cc(OCCN2CC(C)OC(C)C2)ccc1[N+](=O)[O-] (stereo not drawn) → -8.6	3.3%
# Listed for N#Cc1cc2c(nc1SCC(=O)Nc1sc3c(c1C#N)CCC3)CCCCC2 → 8.3	1.8%

# Given with two lines to a compound: two of the compounds above.
# Order of values – RmlCD inh 1536, GlmU inhibition
CC(C)CC(c1nnnn1C(C)C)N1CCN(c2ccccc2)CC1 (stereo not drawn)
  17.4, 1.9%
c1ccc2c(c1)NC1(CCCCCC1)n1c-2nc2ccccc21
  -2.5, 3.5%

# The list goes on:
SMILES,RmlCD inh 1536,GlmU inhibition
COc1ccc(OC)c(-c2cc(C(=O)N3CCN(c4ncccn4)CC3)c3ccccc3n2)c1,7.9,1.1%
COCCN(CC(=O)NC1CCCCC1)C(=O)CCCC(=O)Nc1ccccn1,.,-3.1%
CCOC(=O)N1CCN(Cc2cc(=O)oc3cc4c(cc23)CCC4)CC1,8.1,1.7%
CCc1ccc(C2CC(c3ccc(C)cc3)Nc3nc(N)nn32)cc1 (stereo not drawn),.,-6.2%
Cc1ccc(-c2cc3nc(-c4ccccc4)cc(N)n3n2)cc1,-6.5,1.9%
CC(C)(C)c1ccc(C(=O)N/C(=C/c2cccs2)C(=O)NCc2ccco2)cc1,14.2,0.6%
CCOC(=O)c1c(C)c(C(=O)NCCN2CCOCC2)c(C)n1CC,35.5,4.7%
CC(C)C(NC(=O)OCc1ccccc1)C(=O)NC1CCCCC1 (stereo not drawn),.,-2.0%
COCc1cc(C)nc(OCC(=O)N/N=C/c2cccc(OC)c2)c1C#N,-0.7,-2.3%
O=C(O)CSc1sc(=S)sc1SCC(=O)O,.,6.7%
O=C(C1CCC(CNS(=O)(=O)c2cccc3cccnc23)CC1)N1CCc2ccccc21 (stereo not drawn),8.5,5.0%
CCCN1CCC(=NNC(=O)c2ccc(Br)o2)CC1,5.0,3.6%
CC1Cc2ccccc2N1C(=O)Cn1c(=O)oc2cc(S(=O)(=O)N3CCCCC3)ccc21 (stereo not drawn),5.8,8.9%
O=C(Oc1coc(CSc2nnc(NC(=O)c3cccs3)s2)cc1=O)c1ccccc1,4.2,1.4%
Cc1ccc(NC(=O)c2cc(-n3cnnc3)ccc2Cl)cc1,.,6.9%
CCS(=O)(=O)N1CCC(C(=O)NCCN2CCN(Cc3ccccc3)CC2)CC1,1.5,-2.4%
CC(CNC(=O)c1cc(Cl)ccc1[N+](=O)[O-])NC(=O)c1cc(Cl)ccc1[N+](=O)[O-] (stereo not drawn),.,-2.7%
COc1cccc(/C=C/C(=C2/C(=O)N(c3ccccc3)N=C2C)c2ccc(Br)cc2)c1OC,6.0,0.0%
CCCCCCCCOC(=O)CCc1c(C)[nH]c(=S)[nH]c1=O,.,-0.4%
Cc1cccc(-n2nnc(C(=O)N3CCc4ccccc4C3)c2N)c1,.,3.7%
COc1cccc(NS(=O)(=O)c2ccc3[nH]cc(C(=O)NCCN4CCOCC4)c(=O)c3c2)c1,-8.1,.
CCN1CCN(C(=S)c2ccc(Cl)c(Cl)c2)CC1,.,2.8%
O=C(O)CCc1nc(-c2ccc(Cl)cc2)no1,2.0,2.5%
O=C1CSC(c2cn(-c3ccccc3)nc2-c2cc3ccccc3oc2=O)N1Cc1ccccc1 (stereo not drawn),8.7,-2.5%
Nn1c(SCc2cn3cc(Cl)ccc3n2)nnc1-c1ccncc1,3.1,-0.5%
O=C(c1ccc2c(c1)OCO2)N1CCCC1,.,1.7%
CCC(=O)N/C(=N\OCc1ccc(F)cc1)c1nonc1NC(=O)CC,14.6,-4.3%
Cc1oc(-c2ccc(Cl)cc2)nc1CN1CCC(C(=O)N2CCN(Cc3ccccc3)CC2)CC1,.,3.1%
CCCNC(=S)NCCN1CCCCC1,.,-6.3%
COc1cccc(C(=O)Nc2ncc3c(n2)CC(C)(C)CC3=O)c1,-0.5,1.3%
CCc1c(C)sc(NC(=O)CC#N)c1C#N,.,5.8%
Cc1nn(C)cc1CN(C)C(=O)CCc1nnc(CCC2CCCCC2)o1,8.9,6.5%
Cc1ccc(NC(=O)N2CCCC(c3nc(-c4ccc(F)cc4)no3)C2)cc1 (stereo not drawn),.,1.4%
CC(C)n1c(SCC(=O)N2CCCC2)nc2c1c(=O)n(C)c(=O)n2C,.,-3.7%
FC(F)(F)c1cccc(-c2nc3nc(Cl)c(Cl)nc3[nH]2)c1,.,7.1%
Cn1cc(C(=O)c2ccc(Cl)cc2Cl)cc1C(=O)N/N=C(\N)COc1ccccc1,-0.2,1.8%
Cc1ccc(NC(=O)OCCN2CCN(Cc3ccccc3)CCC2=O)cc1C,.,1.5%
Cc1occc1-c1nnc(SCC(=O)Nc2ccccc2)n1CCc1ccccc1,-9.7,-4.3%
Cc1nc(NCc2ccccc2)c2cc[nH]c2n1,.,3.2%
Cc1onc(-c2ccccc2)c1CNC(=O)CN1C(=O)c2ccccc2C1=O,17.1,2.6%
CCn1c(SCC(=O)NC2CCCCC2)nnc1-c1cccs1,-8.0,-4.5%
Cc1ccc2cc(/C=C/C(=O)c3ccco3)c(Cl)nc2c1,5.4,1.4%
O=C(CCc1nnc(Cc2ccc3c(c2)OCO3)o1)NCc1nc2ccccc2s1,7.9,6.8%
Cc1ccc(C(C(=O)Nc2ccc(C(C)C)cc2)N(C)C(=O)c2ccc(=O)[nH]c2)cc1 (stereo not drawn),.,0.2%
CCOc1ccc(N2CC(C(=O)NCc3ccc(C)n3C)CC2=O)cc1 (stereo not drawn),.,0.6%
Cc1cc(C)n(-c2nc3c(c(=O)[nH]c(=O)n3C)n2CC(O)c2ccccc2)n1 (stereo not drawn),3.8,-4.9%
O=S(=O)(c1ccccc1)N1CCN(Cc2ccccc2C(F)(F)F)CC1,.,-1.3%
Cc1ccc([N+](=O)[O-])cc1N=C(c1cccc([N+](=O)[O-])c1)N1CCOCC1,.,-4.6%
COc1ccc(-c2nc(N)n(C(=O)c3ccco3)n2)cc1,4.5,2.5%
COc1cc2c(cc1OC)CN(C(=O)c1cccs1)CC2,22.4,0.4%
CC/C(=N\O)c1ccc(O)c(OC)c1,-1.5,3.6%
CCOc1ccccc1CN1CCN(C2CCN(c3ccccc3F)CC2)CC1CCO (stereo not drawn),-5.5,-7.8%
COc1cc(OC)cc(C(=O)N2CCN(Cc3ccccc3[N+](=O)[O-])CC2)c1,11.5,-2.6%
Cc1cc(C(=O)Nc2cc(C)n(Cc3ccc(Cl)cc3)n2)no1,-3.8,-1.1%
CCOC(=O)c1c(C)[nH]c(C(=O)NCc2ccco2)c1C,7.7,-1.5%
Cn1cnnc1SCC(=O)c1ccco1,.,-5.1%
COc1cc(C(=O)Oc2cccc(C=O)c2)cc(OC)c1OC,-7.7,0.9%
COC(=O)c1[nH]nc2c1C(=O)N(C1CCCCC1)C2=O,.,2.8%
CC1CC(C)CN(CCCNC(=O)COc2cc(=O)n(C)c3ccccc23)C1 (stereo not drawn),3.6,-1.7%
Cc1ccc(-c2nnc(Sc3nc4ccccc4o3)c3ccccc23)cc1,2.6,-12.7%

# Additional results follow:
SMILES,RmlCD inh 1536,GlmU inhibition
CC(C)CCNC(=O)NC(=O)CSc1nnc(COc2ccccc2Cl)o1,-10.3,5.2%
Cc1ccc(NC(=O)CSc2ncn(-c3ccccc3)n2)cc1C,.,1.6%
C#CCOCCOCCOCCNc1nc(N2CCN(C(=O)[C@H]([C@@H](C)CC)n3cc(CCCN=C(N)N)nn3)CC2)nc(N2CCN(C(=O)[C@H](Cc3ccc(O)cc3)n3cc(CCO)nn3)CC2)n1,.,-5.4%
CS(=O)(=O)c1ccc(Cl)c(NC(=O)C2CC(=O)N(Cc3ccccc3)C2)c1 (stereo not drawn),5.8,0.5%
CCCn1c(=O)n(C)c(=O)c2c3oc(=O)c(NC(=O)c4ccc(F)cc4)cc3[nH]c21,.,0.7%
O=C(CC1CC2CCC1C2)Nc1nc(-c2ccccn2)cs1 (stereo not drawn),10.2,-7.7%
N#CNC(=Nc1cccc(F)c1)SCc1cccc(F)c1,24.8,-2.5%
Cc1nn(C)c2ncc(C(N)=O)c(Oc3cccnc3)c12,3.2,4.6%
Cc1cccc(C)c1Nc1nnc(SCC(=O)Nc2sccc2C#N)s1,-2.3,6.1%
O=C(O)/C=C/c1ccc(S(=O)(=O)N2CCN(CCN3C(=O)C4C5C=CC(C5)C4C3=O)CC2)cc1 (stereo not drawn),.,0.9%
COC(=O)C1=C[C@@H](C(=O)OC)C2C3=C(C(=O)C24CCCCC4)[C@H](C)n2c(=O)n(-c4ccccc4)c(=O)n2[C@@H]3C1 (stereo partly drawn),.,-5.2%
Cc1ccnc(NS(=O)(=O)c2ccc(Oc3ccccc3)cc2)c1,.,1.9%
O=C(Nc1ccccc1)C1=C(c2ccccc2)S(=O)(=O)CCS1(=O)=O,2.9,-3.4%
N#CCCN(Cc1ccccc1)C(=O)c1cccs1,7.4,-6.2%
CS(=O)(=O)N(CC(=O)NCc1ccccc1)C1CCCCC1,.,1.1%

# Six entries picked at random from those above, as already listed:
SMILES,RmlCD inh 1536,GlmU inhibition
CS(=O)(=O)N(CC(=O)NCc1ccccc1)C1CCCCC1,.,1.1%
CCCn1c(=O)n(C)c(=O)c2c3oc(=O)c(NC(=O)c4ccc(F)cc4)cc3[nH]c21,.,0.7%
N#CNC(=Nc1cccc(F)c1)SCc1cccc(F)c1,24.8,-2.5%
Cc1cccc(C)c1Nc1nnc(SCC(=O)Nc2sccc2C#N)s1,-2.3,6.1%
O=C(O)/C=C/c1ccc(S(=O)(=O)N2CCN(CCN3C(=O)C4C5C=CC(C5)C4C3=O)CC2)cc1 (stereo not drawn),.,0.9%
O=C(CC1CC2CCC1C2)Nc1nc(-c2ccccn2)cs1 (stereo not drawn),10.2,-7.7%

# Further records.
SMILES,RmlCD inh 1536,GlmU inhibition
CN(C)C(=O)C1C2NC(=S)N(c3cccc(Cl)c3)C1(C)Oc1ccc(Cl)cc12 (stereo not drawn),4.2,-4.6%
COc1cc(/C=C/C(=O)O)ccc1OCc1ccccc1C#N,11.6,-4.8%
CCCCn1c(=O)c(C=Nc2cccnc2Cl)c(O)n(CCCCl)c1=O,.,-5.4%
O=C(CS(=O)c1ccc(C(F)(F)F)cc1[N+](=O)[O-])Oc1ccc(Cl)cc1 (stereo not drawn),.,6.5%
COc1cc(C2c3c(oc4c(C)cc(C)cc4c3=O)C(=O)N2Cc2cccnc2)ccc1O (stereo not drawn),.,6.3%
Cc1ccsc1C(=O)N1CC(=O)Nc2ccccc21,.,-0.3%
CCC(c1nnnn1Cc1ccccc1)N1CCN(C(=O)c2ccco2)CC1 (stereo not drawn),.,-3.9%

# High-throughput results as filed in PubChem.
